Screening results as filed in PubChem BioAssay.
KCNK9 inh = inhibitors of human KCNK9 two-pore domain potassium channel; Q9NPC2; HEK293 KCNK9, FluxOR thallium flux fluorescence; stronger effect = lower value; B-score at 10 µM; hit rate 1.2% among 310,000;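 active = ratio B-score over 3 SD below the library mean, with starting fluorescence within 5 SD of its mean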;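 note: negative B-score means less thallium flux so channel inhibition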
DYRK1A inh = inhibitors of rat Dyrk1A kinase | Q63470 | ADP-Glo luminescence, NFATc1 peptide | inhibition, % at 12.5 µM | hit rate 0.43% among 310,000 | AID 504441; in the data active = inhibition above about 50%;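 note: plate controls were vehicle with enzyme for no effect and no enzyme for full effect; many of its hits are not listed in these tables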
hERG rescue = shields human hERG channel from block by proarrhythmic agents; CHO-hERG, FluxOR thallium flux, dofetilide IC70 present; hit rate 0.51% among 310,000; activation (rescue from dofetilide block), less the hit threshold, % at 10 µM; AID 1511; Q12809;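 active = activation above the mean of controls blocked by dofetilide plus 5 SD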;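 note: thallium influx through hERG after potassium depolarization seen as dye fluorescence rise; in these data hits start at about 4.7%; inactives centre near -7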
KCNQ1 block = inhibitors of human KCNQ1 potassium channel | P51787 | CHO-K1 KCNQ1, FluxOR thallium flux fluorescence; stronger effect = higher value | B-score at 10 µM | hit rate 1.3% among 310,000;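 active = compounds whose thallium flux B-score, printed positive for inhibition, exceeds three library SD while starting fluorescence stays within three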;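 note: channel opened by potassium depolarization with thallium stimulus after 20 min compound exposure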
KCNK3 block = human KCNK3 channel inhibition, primary screen; AID 602410; CHO-KCNK3 thallium flux, FluxOR fluorescence; stronger effect = lower value; hit rate 0.84% among 340,000; O14649; B-score at 10 µM;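 active = B-score under library mean minus 4 SD, starting fluorescence ratio at most library mean plus 5 SD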;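 note: more negative B-score means stronger inhibition of thallium flux through KCNK3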
KCNQ1 pot = potentiates or activates the human KCNQ1 potassium channel. CHO-K1 KCNQ1, thallium flux FluxOR fluorescence; stronger effect = higher value. P51787. B-score at 10 µM. hit rate 0.35% among 310,000;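 active = fluorescence ratio B-score, a plate-corrected score, at least three library SD, with initial intensity B-score within 5 SD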
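assay system = KCNQ1-transfected CHO-K1 cells | medium = assay buffer with matched DMSO | probe or stimulus = depolarizing K+/Tl+ stimulus, K2SO4 and Tl2SO4 each 12.5 mM in 5x stock | dosing = single dose | incubation = dye 90 min, compound 20 min, room temperature | detection = kinetic FluxOR fluorescence, 10 s baseline plus 110 s post-stimulus | evaluation = ratio B score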
PolyA inhibitor = inhibitors of polyadenylation in S. cerevisiae; S. cerevisiae SKY197-pL101 polyadenylation reporter, beta-gal luminescence; efflux-impaired pdr1/pdr3 knockout yeast; score 100 = 6 SD above DMSO; hit rate 0.02% among 300,000; calls only at 12 µM;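 active = lowest replicate activity score at least 50, where 100 means six control SD above control mean; inconclusive = lowest score under 50 but half or more replicates reach 50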;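 note: yeast exposed to compound for 9 h at 30 °C; higher score means more reporter readthrough which indicates perturbed polyadenylation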
TRPC4 potent = TRPC4 (mouse) allosteric potentiation. Q9QUQ5. B-score at 10 µM. HEK293 TRPC4beta/mu-opioid, DAMGO EC20, Fluo-4 Ca2+ flux; stronger effect = higher value. hit rate 0.42% among 310,000;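 active = B-score of calcium response area above 5 SD of library B-scores, with initial fluorescence ratio within 5 SD of library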;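 note: B-score of integrated fluorescence ratio over time as area under calcium response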
Target sequence (Q9QUQ5 whole entry, looked up): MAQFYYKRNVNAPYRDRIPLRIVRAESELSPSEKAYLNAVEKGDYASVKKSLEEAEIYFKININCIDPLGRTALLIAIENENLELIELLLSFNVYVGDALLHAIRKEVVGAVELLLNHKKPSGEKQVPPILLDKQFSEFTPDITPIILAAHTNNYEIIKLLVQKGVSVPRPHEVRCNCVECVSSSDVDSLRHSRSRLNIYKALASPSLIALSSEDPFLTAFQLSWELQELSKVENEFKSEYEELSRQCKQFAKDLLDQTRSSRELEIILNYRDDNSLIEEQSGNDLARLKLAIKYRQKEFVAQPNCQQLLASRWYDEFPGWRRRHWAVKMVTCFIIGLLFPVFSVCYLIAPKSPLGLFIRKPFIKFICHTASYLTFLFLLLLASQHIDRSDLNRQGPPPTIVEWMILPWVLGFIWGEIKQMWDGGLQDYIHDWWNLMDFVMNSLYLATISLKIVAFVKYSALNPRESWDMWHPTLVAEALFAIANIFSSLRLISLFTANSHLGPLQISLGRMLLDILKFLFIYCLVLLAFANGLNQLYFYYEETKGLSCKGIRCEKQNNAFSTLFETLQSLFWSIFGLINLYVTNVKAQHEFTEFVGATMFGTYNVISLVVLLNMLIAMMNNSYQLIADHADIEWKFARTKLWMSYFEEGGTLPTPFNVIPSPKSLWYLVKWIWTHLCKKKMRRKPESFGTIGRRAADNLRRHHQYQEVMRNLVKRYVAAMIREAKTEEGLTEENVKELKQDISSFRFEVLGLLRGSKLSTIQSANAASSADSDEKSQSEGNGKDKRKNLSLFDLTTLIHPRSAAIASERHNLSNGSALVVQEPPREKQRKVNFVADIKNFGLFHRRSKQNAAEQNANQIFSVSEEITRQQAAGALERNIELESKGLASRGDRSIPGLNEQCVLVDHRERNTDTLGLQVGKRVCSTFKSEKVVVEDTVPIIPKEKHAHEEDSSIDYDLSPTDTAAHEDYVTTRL
Platelet DG rel = modulates dense granule release in human platelets; human platelet-rich plasma, SFLLRN dense granule ATP release, luminescence; inhibition, %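 (compounds screened at 7.5 µM in platelet-rich plasma)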; hit rate 0.22% among 300,000; AID 1663;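 active = mean replicate score, as percent of positive control, at or above 50; inconclusive = mean below 50 but at least one replicate at or above 50; inactive = mean and every replicate below 50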
TRPC4 inh = TRPC4 (mouse) channel inhibition. hit rate 0.39% among 300,000. Q9QUQ5. B-score at 10 µM. HEK293 TRPC4beta/mu-opioid, DAMGO-evoked Fluo4 calcium flux; stronger effect = lower value;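 active = B-score over 3 SD under the library average, no early fluorescence shift, positive overall ratio signal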
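Assay system – HEK293 line stably carrying TRPC4beta and mu-opioid receptor · Doses – single dose · Detection – Fluo4 calcium-dye fluorescence, kinetic read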
TRPC4 act = opens the mouse TRPC4 cation channel. Q9QUQ5. HEK293 TRPC4beta/mu-opioid, Fluo4 calcium fluorescence; stronger effect = higher value. B-score at 10 µM. hit rate 0.49% among 310,000;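 active = B-score above 5 SD of library B-scores, and initial fluorescence ratio not above library mean plus 5 SD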;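 note: positive B-score marks a calcium rise read as TRPC4 activation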
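System: HEK293 cells stably co-expressing mouse TRPC4beta and mu-opioid receptor; Schedule: Fluo4 dye loading 45 min at room temperature, 110 s recording; Detection: Fluo4 fluorescence, kinetic; Evaluation: B-scored integrated calcium fluorescence ratio; Controls: buffer (low) and maximal DAMGO (high).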
* hit, by the source's call; i = inactive; ? = inconclusive; / = not tested or not shown. Only part of the results is shown (hit frequency here may not be typical).

SMILES	KCNK9 inh	DYRK1A inh	hERG rescue	KCNQ1 block	KCNK3 block	KCNQ1 pot	PolyA inhibitor	TRPC4 potent	Platelet DG rel	TRPC4 inh	TRPC4 act
O=C1CCCN1c1ccc(S(=O)(=O)NCCc2ccc(Cl)cc2)cc1	i	4	-14	i	i	i	i	i	-2	i	i
COc1ccc(CC(=O)OCC(=O)Nc2cc(S(=O)(=O)N3CCOCC3)ccc2N2CCCC2)cc1	i	0	-12	i	i	i	i	i	-5	i	i
CCN1CCN(Cc2coc3ccc(C)cc3c2=O)CC1	i	-10	-14	i	i	i	i	i	1	i	i
CCOc1ccc(C(=O)NCC(=O)NC(C)c2ccc(-n3ccnc3)cc2)cc1OCC (centres undefined)	i	5	-17	i	i	i	i	i	-7	i	i
C/C(=N\NC(=O)c1cc2ccccc2cc1O)c1cc2ccccc2o1	i	15	55*	i	i	138*	i	i	1	i	i
C=C(C)C(=O)Nc1cccc(C2=NOC3(C2)C[C@H](C(N)=O)N(C(=O)c2ccccc2)C3)c1 (some centres undefined)	i	0	-3	i	i	i	i	i	8	i	i
C=CCNc1nc2c3ccccc3n(C(C)=O)c2s1	i	-4	-11	i	i	i	i	i	-1	i	i
Cc1ccccc1NC(=O)c1sc(Cl)nc1-c1ccccc1	i	-9	-14	i	i	i	i	i	-1	i	i
CN(CC(=O)NCCCc1ccccc1)S(=O)(=O)c1ccc(Br)cc1	i	-3	-17	i	i	i	i	i	/	i	i
CCOC(=O)C(NC(=O)c1ccccc1Cl)(Nc1ccc(C(F)(F)F)cc1)C(F)(F)F (centres undefined)	-12*	-4	-7	i	i	i	i	i	1	i	i
O=C1N(c2ccccc2)C2CS(=O)(=O)CC2N1c1ccc(Br)cc1 (centres undefined)	i	8	-8	i	i	i	i	i	2	i	i
Cn1c(NC(=O)COc2ccccc2)cc(=O)n(C)c1=O	i	-2	-6	i	i	i	i	i	-4	i	i
C=CCN1C(=O)C(O)(CC(=O)c2ccc(OC)cc2OC)c2cc(Br)ccc21 (centres undefined)	i	-2	-11	i	i	i	i	i	-2	i	i
CC(C)c1ccc(C2NC(=O)CCC2[N+](=O)[O-])cc1 (centres undefined)	i	4	-17	i	i	i	i	i	-7	i	i
COC(=O)c1ccc(SCC(=O)NC2CCCCC2)c([N+](=O)[O-])c1	i	11	-5	i	i	i	i	i	-4	i	i
Cc1onc(-c2c(F)cccc2Cl)c1C(=O)OCC(=O)NC(c1ccccc1)c1ccccc1	-8.3*	-2	-12	i	i	i	i	i	2	i	i
CC(=O)c1cc2c(cc1NC(=O)CSc1nc3ccccc3o1)OCO2	i	8	-4	i	i	i	i	i	-8	i	i
Cc1ccc(S(=O)(=O)n2c(=O)oc3ccccc32)cc1	i	0	-6	i	i	i	i	i	3	i	i
CCCC1(c2ccccc2)NC(=O)N(CC(=O)NCc2ccc(C)cc2)C1=O (centres undefined)	i	0	-3	i	i	i	i	i	25	i	i
CC(=O)OCC(=O)[C@@]1(O)[C@H](C)C[C@H]2[C@@H]3CCC4=CC(=O)C=C[C@]4(C)[C@@]3(F)[C@@H](O)C[C@@]21C	i	7	-4	i	i	i	i	i	5	i	i
Cc1cc(CNC(=O)COc2ccc([N+](=O)[O-])cc2)c2ccccc2n1	i	0	-15	i	i	i	i	i	-1	i	i
Cc1ccc(OC(=O)COc2ccccc2C)c(-n2nc3ccccc3n2)c1	i	-14	-13	i	i	i	i	i	7	i	i
CCCC1(CCC)NC(=O)N(CC(=O)c2cc(C)n(-c3ccc4c(c3)OCO4)c2C)C1=O	i	-1	-4	i	i	i	i	i	18	i	i
CCN1CCN(C(=O)c2ccccc2Nc2ccc(SC(F)F)cc2)CC1	i	-1	-11	i	i	i	i	i	2	i	i
CSc1ccc(CN(C)C(=O)C23CC4CC(CC(Cl)(C4)C2)C3)cc1	i	4	-5	i	i	i	i	i	-7	i	i

A second format for some results above:
Every second line gives: KCNK9 inh	DYRK1A inh	hERG rescue	KCNQ1 block	KCNK3 block	KCNQ1 pot	PolyA inhibitor	TRPC4 potent	Platelet DG rel	TRPC4 inh	TRPC4 act
> CCOC(=O)C(NC(=O)c1ccccc1Cl)(Nc1ccc(C(F)(F)F)cc1)C(F)(F)F (centres undefined)
    -12*	-4	-7	i	i	i	i	i	1	i	i
> Cc1cc(CNC(=O)COc2ccc([N+](=O)[O-])cc2)c2ccccc2n1
    i	0	-15	i	i	i	i	i	-1	i	i
> Cc1ccc(S(=O)(=O)n2c(=O)oc3ccccc32)cc1
    i	0	-6	i	i	i	i	i	3	i	i

(further entries)
SMILES	KCNK9 inh	DYRK1A inh	hERG rescue	KCNQ1 block	KCNK3 block	KCNQ1 pot	PolyA inhibitor	TRPC4 potent	Platelet DG rel	TRPC4 inh	TRPC4 act
COc1cc(CNCCN2CCOCC2)ccc1OCC(=O)NC(C)(C)C	i	2	-8	i	i	i	i	i	17	i	i
Cc1ccc(C(=O)NCC(=O)OCCCn2c(=O)[nH]c3ccccc32)cc1	i	4	-14	i	i	i	i	i	0	i	i
CC(C)Oc1ccccc1OCCCCn1cnc2ccccc2c1=O	i	0	-2	i	i	i	i	i	-4	i	i
CCOC(=O)N1CCN(S(=O)(=O)N2CCCC(C(=O)NCc3ccccc3Cl)C2)CC1 (centres undefined)	i	-2	-8	i	i	i	i	i	-4	i	i
CN(CC(=O)Nc1ccccc1Cl)C(=O)COC(=O)c1cnccn1	i	2	-6	i	i	i	i	i	-14	i	i
CCCOc1ccc(OC(=O)c2ccc(Br)o2)cc1	i	-6	16*	i	i	i	i	i	-1	i	i
CSCCC(=O)NC1CCCN(CCc2ccccc2)C1 (centres undefined)	i	0	-3	i	i	i	i	i	3	i	i
CN1CCc2c(sc3nc(SCC(=O)NCc4ccco4)n(-c4ccccc4)c(=O)c23)C1	i	2	-5	i	i	i	i	i	13	i	i
Cc1ccccc1-c1nc(CN2CCC(C(=O)NC3CCN(Cc4ccccc4)CC3)CC2)c(C)o1	i	2	-3	i	i	i	i	i	17	i	i
O=C(O)C1CC(=O)N(Cc2cccnc2)C1 (centres undefined)	i	-2	-5	i	i	i	i	i	-6	i	i
Cc1ccc(N2C(=O)C3CCCN3C2=S)cc1C (centres undefined)	i	11	1	i	i	i	i	i	1	i	i
COC(=O)c1[nH]c2ccccc2c1NC(=O)CCN1CCN(C2CCCCC2)CC1	i	/	-7	i	/	i	i	i	-6	i	i
Cc1ccc(S(=O)(=O)c2c(C)cc(C)[nH]c2=O)c(C)c1	i	-1	-10	i	i	i	i	i	2	i	i
CC(=O)c1cccc(NC(=S)NCCC2=CCCCC2)c1	i	5	-5	i	i	i	i	i	4	i	i
CCOC(=O)C1=NNC2(c3ccc(Cl)cc3)C(=O)N(c3ccc(C)cc3)C(=O)C12 (centres undefined)	i	-3	-11	i	i	i	i	i	2	i	i
COc1ccccc1N1CCN(C2CCCN(S(=O)(=O)c3ccccc3)C2)CC1 (centres undefined)	i	11	-10	i	i	i	i	i	27	-6*	i
Cc1cccc(S(=O)(=O)C(C#N)c2nc3ccccc3nc2N2CCCC2)c1 (centres undefined)	i	6	-15	i	i	i	i	i	-26	i	i
COCCn1c(=NC(=O)c2ccc3c(c2)OCCO3)sc2cc(S(N)(=O)=O)ccc21	i	-1	-16	i	i	i	i	i	2	i	i
Cc1ccc(C2SCCN2C(=O)c2ccc([N+](=O)[O-])cc2)cc1 (centres undefined)	i	2	-11	i	i	i	i	i	?	i	i
COc1ccc(C(=O)Nc2ccccc2C(=O)NC(C(=O)NCc2ccco2)C(C)C)cc1 (centres undefined)	i	-5	-3	i	i	i	i	i	-2	i	i
COc1ccc(CNC(=O)c2cccnc2Sc2ccc(C)c(C)c2)cc1	i	1	-5	i	i	i	i	i	2	i	i
CCOc1ccc(-n2cnc3c(=O)[nH]c(N)nc32)cc1	i	-4	-5	i	i	i	i	i	1	i	i
O=C(NC1CCCCCC1)C1c2ccccc2C(=O)N1Cc1cccnc1 (centres undefined)	i	4	-2	i	i	i	i	i	5	i	i
O=C(CC1Oc2ccccc2NC1=O)NCCc1ccccc1 (centres undefined)	i	-8	-2	i	i	i	i	i	3	i	i
CC(=O)NC12CC3CC(C1)CC(C(=O)NCc1ccc(C)cc1)(C3)C2	i	6	-7	i	i	i	i	i	-9	i	i

Following part.
SMILES	KCNK9 inh	DYRK1A inh	hERG rescue	KCNQ1 block	KCNK3 block	KCNQ1 pot	PolyA inhibitor	TRPC4 potent	Platelet DG rel	TRPC4 inh	TRPC4 act
Cn1cccc1C(=O)OCC(=O)c1cc2ccccc2o1	i	-6	-12	i	i	i	i	i	0	i	i
Cc1cc(C)cc(-n2c(C)cc(C(=S)N3CCOCC3)c2C)c1	i	11	-11	i	i	i	i	i	-41	i	i
O=C(NC(=S)NCc1ccccc1)c1ccccc1Br	i	3	-4	i	i	i	i	i	-3	i	i
COC(C(=O)NC1CCCCCCC1)c1ccccc1 (centres undefined)	i	3	-1	i	i	i	i	i	3	i	i
CSC(=NC#N)N1CCN(c2ccccn2)CC1	i	-3	-5	i	i	i	i	i	-1	i	i
CCCCNC(=O)N1CCOCCOCCN(C(=O)NCCCC)CCOCC1	i	0	-2	i	i	i	i	i	-11	i	i
CC(OC(=O)Cc1n[nH]c(=O)c2ccccc12)C(=O)Nc1cc(Cl)cc(Cl)c1 (centres undefined)	i	-2	-9	i	i	i	i	i	-3	i	i
COc1cc(C2C(C#N)=C(N)Oc3cc(C)n(CC4CCCO4)c(=O)c32)cc2c1OCO2 (centres undefined)	i	1	-4	i	i	i	i	i	1	i	i
O=[N+]([O-])c1ccc(CN2CCOCCOCCN(Cc3ccc([N+](=O)[O-])cc3)CCOCC2)cc1	-7.2*	-1	-25	i	i	i	i	i	-1	i	i
Cc1cc(C)cc(OC(=O)C23CCC(C)(C(=O)O2)C3(C)C)c1 (centres undefined)	i	-2	-7	i	i	i	i	i	-4	i	i
O=C(NCCO)C(=O)NCC1OCCCN1S(=O)(=O)c1cc(F)ccc1F (centres undefined)	i	/	-2	i	i	i	i	i	4	i	i
Nc1nc2nonc2nc1N	i	/	-6	i	i	i	i	i	12	i	i
O=c1/c(=C\c2ccc3c(c2)OCO3)sc2n1CCCN=2	i	1	-9	i	i	i	i	i	14	i	i
O=C(Nc1ccccc1N1CCCCC1)c1ccc(-c2ccc(Cl)cc2)o1	i	-2	-9	i	i	i	i	i	-20	i	i
